Assay outcomes (PubChem BioAssay)
GalR3 antag: GalR3 antagonists in HEK293 cells, primary screen, cell-based, fluorescence readout. Galanin receptor type 3 (Homo sapiens), O60755. HEK293 GalR3-CNG cAMP membrane potential fluorescence; galR3 body fused to GalR1 C-terminus. inhibition, % at 3 µM. actives 0.44% (n = 360,000). AID 651719, 2012;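 active = inhibition above the screen-wide average plus 3 SD, cut at about 13% in these data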;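 also: forskolin and galanin both at EC90 stimulate the cells; cAMP rise reported by CNG channel membrane potential dye signal; 0% = forskolin plus galanin with DMSO and 100% = forskolin alone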
Target sequence (O60755 1-299 limits assumed): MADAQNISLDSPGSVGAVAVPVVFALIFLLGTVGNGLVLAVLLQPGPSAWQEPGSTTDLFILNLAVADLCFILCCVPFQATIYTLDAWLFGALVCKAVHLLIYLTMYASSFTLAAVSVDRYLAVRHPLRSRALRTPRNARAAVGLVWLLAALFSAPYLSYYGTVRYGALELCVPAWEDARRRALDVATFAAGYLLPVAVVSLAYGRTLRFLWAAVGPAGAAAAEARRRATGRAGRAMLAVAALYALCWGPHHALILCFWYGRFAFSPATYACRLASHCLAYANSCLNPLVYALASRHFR
* = called active by the depositor. The list is partial (hit frequency here may not be typical).

SMILES | GalR3 antag
O=C1OC(CN(Cc2ccccc2)Cc2ccccc2)CN1N=Cc1ccc([N+](=O)[O-])o1 (centres undefined) | -2
Cc1ccc(S(=O)(=O)Oc2ccccc2-c2ccccc2)cc1 | -6
C[C@H](O)[C@@H]1C(=O)N2CCc3c([nH]c4cccc(-c5ccccc5)c34)[C@@H]2C[C@@H]1N(C)C(=O)Nc1ccccc1 | -7
CCC12C(=Nc3c(Cl)cccc31)C[C@@H]1CCN3C(=O)CCC[C@H]2[C@H]13 (some centres undefined) | 0
O=C1CC(c2ccccc2)=C(c2ccccc2)C1 | -7
CCNC1(C(N)=O)CCN(Cc2ccccc2)CC1 | -1
CCCS(=O)(=O)NC(=O)C1(C)CCN(C(=O)c2sccc2C)C1 (centres undefined) | -2
OC(c1cccc(F)c1)c1ncc(-c2ccc3ccccc3c2)[nH]1 (centres undefined) | -6
COC(=O)CC(CC(=O)OC)n1cccc1 | -4
CCNC(=O)C1(C)CCCN(Cc2csc3ccccc23)C1 (centres undefined) | 4
OC1CCC2CN3CCc4c([nH]c5ccccc45)C3CC2C1 (centres undefined) | -6
COC(=O)[C@]12CCCCC=C1N(CCC1=CCCCC1)C(=O)[C@H](CC(=O)NCc1ccc(OC)c(OC)c1)C2 | -5
C/C(=N\NC(=O)c1ccccc1OCCOc1ccccc1)c1ccccc1F | -11
O=C(Nc1cccc(Cl)c1)OCCOC(=O)Nc1cccc(Cl)c1 | -8
Nc1ncnc2c1ncn2[C@@H]1O[C@H](C(=O)N2CCCN(Cc3cccs3)CC2)[C@@H](O)[C@H]1O | -3
COc1ccc(C(C)(C)C)cc1NC(=O)COC(=O)CSCc1c(C)noc1C | -6
Cc1cc(NC(=O)CSc2nc3[nH]c(=O)cc(O)c3s2)ccc1Br | 1
Nc1ccc(S(=O)(=O)Nc2nccc(/C=C/c3cccc([N+](=O)[O-])c3)n2)cc1 | -5
O=C(CCCc1ccncc1)c1ccccc1 | -5
CC(C)C[C@H]1COc2ccc(Cl)cc2S(=O)(=O)N1C[C@H](NC(=O)OC(C)(C)C)C(C)C | -5
Cc1c(C(=O)NCc2cccc(Cl)c2)sc(=O)n1Cc1ccc(F)cc1 | -4
Cc1ccc(F)c(S(=O)(=O)NC(=O)C2(C)CCN2C(=O)c2sccc2C)c1 (centres undefined) | -3
COc1ccc(CCn2c(C)cc(C(=O)COC(=O)c3ccc(O)cc3O)c2C)cc1 | -6
O=C(CSc1nc2ccccc2c(=O)n1-c1ccc(F)c(Cl)c1)Nc1ccc2c(c1)CCC2 | -6
CC1(c2nnnn2Cc2ccccc2)CCC(=O)N1Cc1ccco1 (centres undefined) | -5
O=C1C=C(OCCF)CC(c2ccccc2C(F)(F)F)O1 (centres undefined) | -6
COc1ccc(-c2csc(C(O)(c3ccccc3)C(F)(F)F)n2)cc1 (centres undefined) | -8
O=C1C(c2ccccc2)=NCCN1C(c1ccc(F)cc1)c1nc2ccccc2[nH]1 (centres undefined) | 1
CCOC(=O)C1CCCN(C(=O)c2cc3ccccc3cc2OC)C1 (centres undefined) | -7
CSCCC(c1nnnn1-c1c(C)cccc1C)N1CCN(C/C=C/c2ccccc2)CC1 (centres undefined) | -2
C[C@@H](CO)NC(=O)c1[nH]cnc1C(=O)Nc1ccc(CNC(=O)OC(C)(C)C)cc1 | 3
CC(Oc1ccc(F)cc1)c1nnc(SCC(=O)N(c2ccccc2)C2CCS(=O)(=O)C2)o1 (centres undefined) | -4
C[C@@H]1CN([C@@H](C)CO)C(=O)CCCn2cc(nn2)CO[C@H]1CN(C)S(=O)(=O)c1ccc2c(c1)OCCCO2 | -6
COc1ccccc1CN(C)C(=O)COC(=O)c1cc(C)oc1C | -1
OCC1OC(n2cnc3c(=S)nc[nH]c32)CC1O (centres undefined) | -4
COc1ccccc1Cc1c(-c2cccc(Br)c2)nc2ccc(C)cn12 | -6
CCCc1c(C(=O)N/N=C/C=C/c2ccccc2)nnn1-c1nonc1N | -4
CC1(C(=O)NCC(F)(F)F)CCN1C(=O)C1(c2ccccc2)CC1 (centres undefined) | -6
COc1cc2oc(=O)cc(CN3CCN(c4ccccc4OC)CC3)c2cc1Cl | 0
Cc1cc(C)c2c(c1)CC(C)(C)CC2=O | -3
COc1ccc2c(C)cc(=O)sc2c1 | -5
CC12CCC(C(=O)N(c3nccs3)C1=O)C2(C)C (centres undefined) | -6
O=C(NNC(=O)c1cccc2ccccc12)c1cccc(Cl)c1 | -9
O=C(NC1CCCC1)C(C1CC1)n1c(-c2cc3ccccc3[nH]2)nc2ccccc21 (centres undefined) | -8
CC(C)(CC(=O)c1ccccc1)CC(=O)c1ccccc1 | -8
COc1ccccc1NS(=O)(=O)c1cc(C(=O)N2CCN(C(=O)c3ccco3)CC2)ccc1F | -4
CC1(C(=O)Nc2ccc(F)c(Cl)c2)Cc2c(-c3cccc(C(F)(F)F)c3)ccnc2O1 (centres undefined) | -5
O=C(O)Cc1cc(=O)[nH]n(-c2ccccc2)c1=O | 5
COc1ccc(-c2ccc(C(=O)NC3CCCCC3)c3occc23)c(C)c1 | -2
O=C1c2ccccc2C(=Cc2cccnc2)c2ccccc21 | -3
CCOC(=O)C1=CN(CC2CCCCC2)CCC1=O | -3
O=Cc1c[nH]c2ccc(NC(=O)OCc3ccccc3)cc12 | -4
N#CC1=C2CCCCC2(O)NC1=O (centres undefined) | -4
COc1cccc(C(O)c2nc(-c3cccc(F)c3)cs2)c1 (centres undefined) | -8
C[C@H]1CN([C@@H](C)CO)C(=O)c2cc(-c3cccc(F)c3)cnc2O[C@H]1CN(C)C(=O)c1cnccn1 | -6
CC(=O)N1C[C@@H](CO)[C@@H]2C[C@H]1c1ccccc1N2C | -5
CC1CC(C)CN(C(=O)COC(=O)c2ccc(Cl)nc2)C1 (centres undefined) | 1
COc1ccc(C2CC(=O)C(c3ccc(Br)cc3)=CN2Cc2ccccc2)cc1 (centres undefined) | -9
CCCC(=O)N1CCCC1(C)C(=O)Nc1cc(OC)c(OC)c(OC)c1 (centres undefined) | -6
COc1ccc(NC(=O)CN(C)C(=O)CCSc2ccc(F)cc2)cc1 | 0

Next records follow:
SMILES | GalR3 antag
Cc1cc(F)cc(-c2cc(C(=O)NCc3ccccc3)[nH]n2)c1 | -6
CCCNC(=O)N(C)C[C@H]1Oc2ncc(Br)cc2C(=O)N([C@H](C)CO)C[C@H]1C | -1
COc1ccc(S(=O)(=O)N2CCOC2CNC(=O)C(=O)NCCCN2CCCC2=O)cc1OC (centres undefined) | -7
COc1ccc(C(=O)OCC(=O)N2CCN(S(=O)(=O)c3ccc(C)cc3)CC2)cc1[N+](=O)[O-] | -3
O=C(Nc1nnc([C@H]2C[C@H](O)[C@@H](CO)O2)s1)NC1CCCCC1 | -6
CCS(=O)(=O)N1Cc2cc(C(=O)NCCOC)nc(-c3cccc(-c4ccncc4)c3)c2[C@H]1CCO | -2
O=C(NCc1cccnc1)c1ccc2nc([C@@H]3O[C@H](CO)[C@H](O)[C@H](O)[C@H]3O)[nH]c2c1 | -7
Cc1[nH]c2ccccc2c1CC(=O)Nc1ccc(Nc2cccnc2)c(-c2ccc(-c3ccccc3)cc2F)c1 | -7
CCC/C=C/c1ccc(CN2C(CC(C)C)C(=O)N(Cc3cn(CCOCOC)nn3)CCS2(=O)=O)cc1 (centres undefined) | -6
N#CCN(C(=O)CSc1nnc(C2CC2)n1C1CC1)c1ccccc1 | -7
CC1(C(=O)NS(=O)(=O)c2ccc(Br)cc2)CCN1C(=O)CCC1CCCC1 (centres undefined) | -5
COc1ccc(-c2noc(CCC(=O)N3CCN(c4ccccc4)CC3)n2)cc1 | -6
CN(C(=O)c1cccc(NC(=O)Cc2ccc(NC(=O)C3CCN(C(=O)C4CC4)CC3)cc2)c1)C1CC1 | 0
CCCCOCCCNC(=O)C[C@@H]1C[C@@]2(C(=O)OC)CC(C)(C)CC=C2N(CCc2ccc(OC)c(OC)c2)C1=O | -6
CN(C(=O)c1cccc(NC(=O)Cc2ccc(NC(=O)C3CCCN(S(=O)(=O)c4cccc([N+](=O)[O-])c4)C3)cc2)c1)C1CCCC1 (centres undefined) | 0
O=C(Nc1ccccc1)c1cc(C2CCCCN2C(=O)CCc2ccccc2)on1 (centres undefined) | -4
CC(O)C(NS(=O)(=O)c1ccc2ccccc2c1)C(=O)OCC(=O)Nc1ccccc1OC(F)F (centres undefined) | -7
CC1(C(=O)NS(=O)(=O)c2cccc(F)c2)CCN1C(=O)Cc1cccs1 (centres undefined) | -2
C[C@@H](NC(=O)c1ncn2c1C(=O)NC[C@@H]2C)c1ccccc1 | -5
CC(C)(C)c1ccc(C(=O)C2CC2)cc1 | -5
CC(C)N(C(=O)[C@H]1C[C@H](CC(=O)NC(C)(C)C)C(=O)N2CCc3c([nH]c4cc(CCC(=O)N(C)C)ccc34)[C@]12C)C(C)C | -6
CCc1nc2c(OCc3ccc(F)c(F)c3)cccn2c1N(C)C(=O)CC(C)C | -4
O=C(CCC1CCN(C(=O)CC2=CCCCC2)CC1)NCc1ccc(F)cc1 | -5
COCc1cc(N2CCN(C(=O)OC(C)(C)C)C[C@@H]2C)ccc1Br | -7
CCOC(=O)[C@]12CCCC=C1N(CCc1ccc(OC)c(OC)c1)C(=O)[C@H](CC(=O)N1CCCC1)C2 | -3
Cc1ccc(S(=O)(=O)NCCCNS(=O)(=O)c2ccccc2Br)cc1 | 1
COC(=O)CCCn1cc(CN2CC(N3CCN(C)CC3)CS2(=O)=O)nn1 (centres undefined) | -2
O=C(O)c1ccc(NS(=O)(=O)Cc2ccc(Cl)c(Cl)c2)cc1 | -5
CC(=O)N1CCN(C(C)=O)c2ccccc21 | -5
CC(C)(C)OC(=O)N1CCCC(C(=O)Nc2cccc(C(=O)NC3CC3)c2)C1 (centres undefined) | -6
Cc1noc(C)c1NC(=O)N(C)C[C@H]1Oc2c(cccc2N(C)C)C(=O)N([C@H](C)CO)C[C@@H]1C | -5
O=C(O)CCCCCCCCCCC1CCC(O)C1O (centres undefined) | -2
CCCNC(=O)C1(C)CCN1C(=O)Cc1ccc(C(C)(C)C)cc1 (centres undefined) | -6
COC(=O)C[C@@H]1C=C[C@@H](NC(=O)NC2CCCC2)[C@@H](CO)O1 | -3
O=C(NCCc1ccc(Cl)cc1)c1cccc(S(=O)(=O)N2CCCC2)c1 | -5
COCC(=O)N(C)C[C@H]1Oc2ncc(Br)cc2C(=O)N([C@@H](C)CO)C[C@H]1C | -8
COc1ccccc1Cc1c(-c2ccc(OC)c(OC)c2)nc2c(C)cc(Br)cn12 | -9
CCC(c1nnnn1-c1c(C)cccc1C)N1CCN(CC)CC1 (centres undefined) | -1
O=[N+]([O-])c1ccc(CN2CC(N3CCN(CC4CC4)CC3)CS2(=O)=O)cc1 (centres undefined) | -3
CC(=O)NN=C(C)c1ccc(NC(=O)C2CC2)cc1 | -4
CN1OC[C@@H]2CN(C(=O)C3CCCCC3)[C@H](c3ccc(N4CCCCC4)cc3)C[C@@H]21 | -7
Cc1c(C(=O)NCc2ccc(C(C)C)cc2)sc(=O)n1Cc1cccc(F)c1 | -8
CCc1nc2c(OCc3ccccc3C)cccn2c1N(C)C(=O)C(C)C | -6
CC(c1nc2ccccc2[nH]1)n1c(=O)c(-c2ccco2)nc2ccccc21 (centres undefined) | -2
C[C@H](CO)N1C[C@H](C)[C@@H](CN(C)Cc2cccc(C(=O)O)c2)OCc2cnnn2CCCC1=O | -6
CC(C)C(N)c1csc(NC(=O)Nc2ccc(OC(F)(F)F)cc2)n1 (centres undefined) | -8
O=C(NCC1CC1)NC(=O)c1ccccc1F | -4
O=C(NC1CCCC1)N[C@@H]1C=C[C@@H](CC(=O)N2CCOCC2)O[C@@H]1CO | -5
C(=C\c1ccccc1)/CN1CCN(C(c2cccs2)c2nnnn2Cc2ccccc2)CC1 (centres undefined) | -7
C#CCN(C[C@@H]1[C@@H](OC(=O)NCc2ccccc2)[C@@H](OC(=O)NCc2ccccc2)CN(C(=O)OC(C)C)N1C(=O)OC(C)C)S(=O)(=O)c1ccc(C)cc1 | 1
C1=CC2(C=C1)OC21CCC2(C=CC3(C2)OC3C2CCCCC2)CC1 (centres undefined) | -3
CC1(C(=O)Nc2ccc3nc[nH]c3c2)CCN1C(=O)CCc1ccccc1 (centres undefined) | -8
CCOc1ccc(S(=O)(=O)N2CCCCC2)cc1NC(=O)Cc1ccc(OC)cc1 | -7
Cc1ccc(S(=O)(=O)N(CC(=O)NCc2cccs2)c2ccccc2)cc1 | -3

Pulled one by one from above (2):
SMILES | GalR3 antag
O=C(Nc1cccc(Cl)c1)OCCOC(=O)Nc1cccc(Cl)c1 | -8
Cc1ccc(S(=O)(=O)N(CC(=O)NCc2cccs2)c2ccccc2)cc1 | -3

A different layout for 5 compounds above:
| GalR3 antag | molecule |
| --- | --- |
| -2 | CC(c1nc2ccccc2[nH]1)n1c(=O)c(-c2ccco2)nc2ccccc21 (centres undefined) |
| -6 | C[C@H](CO)N1C[C@H](C)[C@@H](CN(C)Cc2cccc(C(=O)O)c2)OCc2cnnn2CCCC1=O |
| -8 | CC(C)C(N)c1csc(NC(=O)Nc2ccc(OC(F)(F)F)cc2)n1 (centres undefined) |
| -4 | O=C(NCC1CC1)NC(=O)c1ccccc1F |
| -5 | O=C(NC1CCCC1)N[C@@H]1C=C[C@@H](CC(=O)N2CCOCC2)O[C@@H]1CO |

Sorted by formula weight (smallest number first): six of the compounds above
SMILES | GalR3 antag
CC(c1nc2ccccc2[nH]1)n1c(=O)c(-c2ccco2)nc2ccccc21 (centres undefined) | -2
CC1(C(=O)Nc2ccc3nc[nH]c3c2)CCN1C(=O)CCc1ccccc1 (centres undefined) | -8
CC(C)C(N)c1csc(NC(=O)Nc2ccc(OC(F)(F)F)cc2)n1 (centres undefined) | -8
CN1OC[C@@H]2CN(C(=O)C3CCCCC3)[C@H](c3ccc(N4CCCCC4)cc3)C[C@@H]21 | -7
CCOc1ccc(S(=O)(=O)N2CCCCC2)cc1NC(=O)Cc1ccc(OC)cc1 | -7
C[C@H](CO)N1C[C@H](C)[C@@H](CN(C)Cc2cccc(C(=O)O)c2)OCc2cnnn2CCCC1=O | -6
